High-throughput results: PubChem, National Center for Advancing Translational Sciences (NCATS)
pAkt inh – inhibitors of Akt phosphorylation; 0.32% of 360,000 active; AID 651550; Neuro2A IGF-stimulated pAkt S473 HTRF, 20 min; stronger effect = lower value; activity change, % for hits at 50 µM; in the data active means activity change below about -80%; inconclusive means mostly about -51% to -80%; further: on the % scale 0 is the no-effect control and ±100 the full control effect
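Neuro2A cells in DMEM with 0.5% FBS, overnight at 37 deg C, given compound at single 50 µM final, then IGF (6 nM final) for 20 min at 37 deg C. Lysed; phospho-Akt Ser473 by HTRF after 24 h, 665/615 ratio.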
TGFb SMAD3 inh – inhibitors of TGF-b signaling. HepG2 CAGA-GFP TGF-b/SMAD3 reporter, GFP fluorescence, 18 h; TGF-beta stimulated, 500 pg/mL final. Potency, µM (highest dose often 46.1 µM), without a hit: at the highest dose activity, negative = inhibition, usual class: inhibitors. 1.2% of 410,000 active; further: potency means the concentration at half of the fitted maximal effect; on the % scale 0 is the no-effect control and ±100 the full control effect; nearly all actives have a fitted effect of over 65% in size
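Per well, imaged GFP fluorescence of HEPG2 CAGA-GFP cells gives the signal; cells get compound, then TGF-beta (500 pg/mL final), 18 h at 37 degrees C; %Activity versus -TGF-beta and +DMSO controls.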
Abeta yeast res – A-beta toxicity reversal in yeast | 0.063% of 410,000 active | yeast expressing A-beta42, growth rescue, OD600, 48 h; response scale: 0% DMSO, 100% iron-clioquinol control | AID 1347071 | Potency, µM (highest dose often 46.1 µM), without a hit: at the top dose growth rescue, usual class: activators; further: potency means the concentration at half of the fitted maximal effect; nearly all actives have a fitted effect of over 55% in size
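Growth rescue measured by 600 nm absorbance after 48 h yeast culture at 30 C with compound. Values normalized between DMSO and an equimolar ferric chloride plus clioquinol control.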
Mm-Cpn inhibitor – M. maripaludis TRiC chaperonin inhibition. purified Mm-Cpn ATPase, ADP Transcreener TR-FRET. Potency, µM (highest dose often 76.9 µM), for the others: at the top dose activity, negative = inhibition, usual class: inhibitors. 0.031% of 330,000 active. AID 504842; further: potency means the concentration at half of the fitted maximal effect; on the % scale 0 is the no-effect control and ±100 the full control effect; nearly all actives have a fitted effect of over 80% in size
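ATPase read-out: TR-FRET ADP immunoassay (anti-ADP Eu cryptate vs ADP-d2), ex 320 nm, em 590/665 nm; signal drops as ADP forms. Enzyme 25 nM, ATP 10 uM, 30 min at 37°C after 10 min compound preincubation.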
Nrf2 activator – activates Nrf2 signaling; AREc32 ARE-luciferase reporter (MCF7-derived line), luminescence, 24 h; Potency, µM (highest dose often 46.1 µM), inactives show at the highest dose activation, actives largely listed as activators; 0.31% of 410,000 active; further: potency means the concentration at half of the fitted maximal effect; % of control where 0% means no effect; nearly all actives have a fitted effect of over 65% in size
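Nrf2 activation is followed as ARE-luciferase induction in the AREc32 line after one day of compound treatment; luminescence is read with Steady-Glo.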
HepG2 tox – counter-screen for TGF-b inhibitors: cytotoxicity in HepG2 cells; HepG2 CAGA-GFP viability, ATP luminescence, 18 h; Potency, µM (doses to about 46.1 µM), for the others: at the highest dose activity change, negative = cytotoxicity, actives largely listed as cytotoxic; 0.76% of 410,000 active; further: potency means the concentration at half of the fitted maximal effect; some results filed as inactive show a strong effect at the top dose
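CellTiter-Glo luminescence gave cytotoxicity after 18 hours at 37 degrees C. The cells were HepG2 CAGA-GFP in 1% FBS DMEM, stimulated with 500 pg/mL TGF-beta after compound addition. %Activity was normalised to no-cell wells (complete cell-killing) and DMSO (no toxicity), and curves were fitted and classified.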
A549 viability – kills or reduces viability of A549 cells in Nrf2 counter-screen; A549 ARE-Fluc cells, CellTiter-Fluor viability, 18-24 h; Potency, µM (series often up to 46 µM), for inactives: at the top dose activity change, negative = cytotoxicity, hits mostly inhibitors; 0.16% of 390,000 active; AID 504648; further: potency means the concentration at half of the fitted maximal effect; on the % scale 0 is the no-effect control and ±100 the full control effect
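A549 ARE_Fluc cells in 5% FBS OPTI-MEM were exposed to compounds in concentration-response for 18-24 h at 37 deg C. Viability was read by CellTiter-Fluor fluorescence (Ex 405/Em 525) after 30 min, before the luciferase read.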
Nrf2 inh – Nrf2 pathway inhibition. AID 504444. 2.1% of 360,000 active. A549 ARE-Fluc reporter, luciferase luminescence, 18-24 h. Potency, µM (doses to about 46 µM), for inactives: at the highest dose activity change, negative = inhibition, hits mostly inhibitors; further: potency means the concentration at half of the fitted maximal effect; on the % scale 0 is the no-effect control and ±100 the full control effect; nearly all actives have a fitted effect of over 60% in size
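Quantitative HTS in A549 cells stably bearing an antioxidant response element-firefly luciferase construct. Inhibition of Nrf2-driven transcription was scored by luminescence after 18-24 h of compound exposure at 37 °C.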
CCT modulator – cytosolic chaperonin activity modulation; 0.3% of 360,000 active; activity change, % (concentration not given with the values), hits read low; AID 651819; purified chaperonin ATPase assay, HTRF ADP detection, 30 min; in the data active means activity change below about -30%; further: on the % scale 0 is the no-effect control and ±100 the full control effect
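TRiC (40 or 20 nM final, by batch activity) in 30 mM Tris pH 7.4, 100 mM KCl, 5 mM MgCl2, 1 mM DTT was treated with compound at 76 uM single dose, then 10 uM ATP, 30 min at 37 °C. ADP was read by HTRF Transcreener.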
An asterisk follows results filed as active; i = inactive; ? = inconclusive; · = not tested or not shown; [ ] = remark or other dose. Unless noted, the call rests on the fitted dose curve; in most records, active means well fitted curve in the direction sought with a large enough effect; inconclusive means small, poorly fitted or top-dose-only effect, or another doubt; inactive means no such curve, though single readings can be large; an effect the other way counts as inactive or inconclusive.

SMILES	pAkt inh	TGFb SMAD3 inh	Abeta yeast res	Mm-Cpn inhibitor	Nrf2 activator	HepG2 tox	A549 viability	Nrf2 inh	CCT modulator
CSc1nnnn1-c1c(C)cccc1C	i	-16.6%	-7.8%	0.6%	-0.1%	-11.4%	-2.5%	2.4%	-1.9
Cc1nn2c(=O)cc(COC(=O)c3ccc(NC(=O)c4cccs4)cc3)nc2s1	·	-18.3%	-15.1%	·	-0.6%	-35.2%	0.1%	·	·
CCN(CC)S(=O)(=O)c1cccc(C(=O)N[C@H](C(=O)OCC(N)=O)C(C)C)c1	i	1.9%	-5.4%	0.1%	0.0%	-15.5%	2.6%	-11.4%	-1.6
O=C(Nc1cccnc1)c1sc(Nc2ccccc2F)nc1-c1ccccc1	i	-7.9%	-0.6%	-0.7%	0.2%	-20.7%	-14.9%	-19.5%	1.6
Cc1ccc(S(=O)(=O)N(CC(=O)N=Nc2c(O)[nH]c3ccccc23)c2ccc(C)c(C)c2)cc1	i	-14.2%	7.6%	1.7%	3.6%	1.1%	-27.5%	?	-3.1
O=[N+]([O-])c1cc([N+](=O)[O-])c(Oc2c(Cl)cccc2Cl)cc1NN1CCCCC1	i	-8.1%	3.7%	-0.1%	-0.1%	14.7%	-6.8%	1.1%	-1.6
Cc1ccc2sc(N(Cc3cccnc3)C(=O)C3COc4ccccc4O3)nc2c1C (stereo not drawn)	·	-3.6%	0.7%	·	-0.8%	5.5%	-4.1%	·	·
CC(C)NC(=O)C1CCN(C2CCN(Cc3nc(C(C)C)cs3)CC2)CC1	i	-2.4%	2.8%	1.1%	-0.2%	6.0%	2.7%	-15.7%	-1.9
COc1ccc(N2CCN(C(=O)c3cccn4c(=O)c5ccccc5nc34)CC2)cc1	i	0.0%	4.4%	2.3%	-0.1%	-23.6%	8.3%	6.5%	-2.1
COCCNC(=O)c1ccc(CSc2nc3ccccc3s2)cc1	i	?	14.6%	-1.4%	3.2%	-31.6%	2.8%	-18.6%	0.1
O=C1N[C@@H](Cc2ccccc2)COC(=O)[C@H](Cc2ccc(F)cc2)CC/C=C/C[C@@H]1CC(=O)N(CCO)Cc1ccccc1	i	?	14.8%	0.3%	4.0%	1.3%	-5.4%	-29.0%	0.3
OC(CN1CCN(Cc2ccc3c(c2)OCO3)CC1)c1c[nH]c2ccccc12 (stereo not drawn)	i	-8.2%	11.8%	1.5%	5.3%	-7.5%	0.0%	0.9%	-3.8
COc1cc(C)ccc1NC(=O)Cc1csc(NC(=O)Nc2ccccc2OC)n1	i	?	9.7%	0.4%	0.3%	7.3%	-14.6%	?	-2.0
COc1ccccc1N1CCN(C(c2cc3cc(C)ccc3[nH]c2=O)c2nnnn2C2CCCC2)CC1 (stereo not drawn)	i	-0.5%	12.0%	1.8%	-0.3%	-4.3%	-7.5%	-19.9%	1.0
O=C(NCc1ccco1)c1ccccc1F	i	-20.7%	-0.1%	-0.3%	5.2%	3.4%	2.7%	12.8%	-4.6
CCOc1ccc(-n2c(SCC(=O)Nc3ccc(OC)cc3)nc3c(c2=O)SCC3)cc1	i	21.3%	3.9%[9.22 µM]	-7.0%	-0.3%	4.6%	-0.7%	·	-2.2
COC(=O)c1cccc(C23CC4(C2)[C@H](CN(Cc2cccnc2)[C@@H]4c2ccccc2)C3c2ccccc2)c1 (stereo partly drawn)	i	?	-14.7%	-0.9%	12.9%	-22.0%	4.7%	17.4%	-0.9
Cc1cccc(CCNC(=O)c2cnc3c(C)cccn3c2=O)c1	·	-13.5%	-17.5%	·	-0.8%	-29.4%	-4.9%	·	·
O=C(OCC(=O)N1CCOCC1)c1ccc2c(c1)OCCO2	i	-3.2%	16.0%	-0.9%	-0.2%	-3.4%	-2.6%	23.5%	1.1
CCc1ccccc1NC(=O)c1cc2sc(Cl)cc2n1CC	·	-23.0%	7.4%	·	3.2%	-35.6%	3.0%	?	·
Cn1c(SCC(=O)NNC(=O)c2ccccc2Br)nnc1C(F)(F)F	i	-6.2%	0.3%	-1.2%	-0.8%	-7.4%	0.3%	2.4%	0.2
COC(=O)C1C(=O)c2c([nH]c(C(=O)OC3CCCCCC3)c2C)CC1C (stereo not drawn)	i	3.9%	15.4%	0.2%	3.1%	-18.8%	?	13.5%	0.3
COc1cc2ccccc2cc1C(=O)Nc1ccc2oc(-c3ccc(F)cc3Cl)nc2c1	·	-13.1%	-17.9%	·	-1.1%	-47.5%	1.6%	8.9%	·
CN(Cc1ccccc1)S(=O)(=O)c1nnc(NC(=O)c2ccc(F)cc2)s1	i	-5.7%	-4.1%	0.7%	0.0%	-69.4%	2.2%	-6.7%	-2.5
O=C(Cn1ncc2c(=O)oc3ccccc3c21)NCCN1CCN(c2ccccc2F)CC1	i	-2.3%	-0.2%	-1.1%	-0.9%	-8.7%	0.1%	-2.6%	0.4
CSc1ccc(C(=O)C2CCCN(C(=O)c3cc(C)n(C)n3)C2)cc1 (stereo not drawn)	i	-12.6%	-15.7%	-6.3%	1.2%	-21.4%	1.8%	-6.9%	-0.4
CC(=O)C1=C(c2ccccc2)OC(N)=C(C#N)C1c1ccccc1F (stereo not drawn)	i	6.8%	0.0%	-1.3%	4.5%	3.7%	-3.6%	-0.2%	-3.0
OC[C@@H]1CN(Cc2ccc(Cl)cc2)C[C@H](n2cnc3c(NC4CC4)ncnc32)O1	i	-6.7%	-7.9%	·	-0.3%	-2.5%	·	·	-1.4
C=CCNC(=O)CN(c1ccc(F)c(Cl)c1)S(C)(=O)=O	i	-1.0%	5.0%	0.3%	0.4%	-22.5%	-3.2%	14.2%	-2.4
CCC(C)NC(=O)CN1C(=O)C(CC)Sc2ccccc21 (stereo not drawn)	i	-1.1%	0.7%	-0.7%	0.2%	0.9%	0.0%	2.3%	1.8
COc1cccc(C(=O)NCC(c2cccs2)N2CCOCC2)c1 (stereo not drawn)	i	-0.7%	8.3%	-0.6%	-0.2%	-3.7%	0.0%	?	1.8
O=C(CN1CCOCC1)N/N=C/c1ccc(-c2ccc(Br)cc2)o1	i	-2.5%	-7.7%	-4.1%	2.6%	9.2%	2.6%	?	-4.5
COc1cccc(CNC2CCCCCCC2)c1OC	i	-1.0%	3.4%	1.9%	-0.3%	-9.7%	-2.3%	-5.0%	-2.2
O=C(Nc1ccc2c(c1)CCC2)c1cc(F)cc(F)c1	i	8.1%	13.5%	1.0%	3.8%	-20.3%	-1.8%	?	0.9
O=C(c1ccc(S(=O)(=O)N2CCCCC2)cc1)N1CCN(c2ccccc2F)CC1	i	-4.6%	-14.3%	-1.8%	0.5%	-40.8%	15.8%	-4.8%	0.2
CCOc1ccc(/C=C2\SC(=S)N(CCC(=O)Nc3ccc(C(=O)O)cc3)C2=O)cc1	i	-2.8%	-4.5%	3.3%	-0.9%	-25.1%	-1.0%	-8.8%	1.0
CNC(=O)COC(=O)/C=C/c1cccc(F)c1	i	-3.2%	-8.3%	1.3%	6.0%	-17.4%	9.3%	11.0%	-0.3
Cc1ccc(CN2CCCN(CC(=O)Nc3ccc(C)cc3C)S2(=O)=O)cc1	·	?	-5.4%	·	-0.4%	2.2%	-1.5%	8.6%	·
COC(=O)CNc1nc(Cl)nc(Nc2ccc(Cl)cc2)n1	i	-0.3%	-18.7%	-3.0%	4.2%	1.9%	-0.8%	1.2%	-2.1
CCc1cc2c(cc3c(=O)n(CC(=O)NCCOC)nc(CC)n32)s1	·	-9.5%	-7.6%	·	0.4%	3.9%	-2.0%	7.8%	·
CC(C)c1nnc(NC(=O)CCC(=O)Nc2ccc3cn[nH]c3c2)s1	i	?	2.2%	1.2%	0.3%	0.3%	-0.7%	4.3%	-0.7
Cc1cc(C(F)(F)F)nn1Cc1n[nH]c(=S)n1-c1cccc(Cl)c1	i	-1.4%	-0.6%	2.2%	0.1%	-0.5%	-5.0%	-30.5%	1.1
CCOC(=O)c1c(CSC(=N)N)n(-c2ccc(C)cc2)c2cc(Br)c(OC(C)=O)cc12	i	22.4µM*	-31.0%	-5.3%	-6.3%	11.2µM*	9.4%	?	-2.7
O=C(NCc1cccnc1)C(=O)Nc1cc2c3c(c1)CC(=O)N3CCC2	i	-3.3%	-3.9%	-2.4%	0.7%	5.3%	-0.8%	-17.2%	-16.3
CC(C)(CO)Nc1nc(N2CCCC2)nc(N2CCCC2)n1	i	0.5%	-8.6%	1.0%	-0.1%	-23.0%	1.0%	1.7%	1.3
CCc1ccc(-c2cc(C)no2)cc1S(=O)(=O)Nc1cc(C)ccn1	i	-3.5%	-9.8%	1.0%	-0.6%	2.0%	6.9%	1.3%	-3.3
CC(C)CCN(C(=S)Nc1cccc(F)c1)C1CCN(C(C)C)CC1	i	13.3%	5.8%	-2.4%	8.2%	16.8%	-10.0%	?	-1.5
CCC1(CC)Cc2ccccc2C(C2=C(O)CC(C)(C)CC2=O)=N1	i	0.2%	-14.1%	-0.1%	0.1%	-0.5%	-0.2%	-4.5%	2.9
CCOC(=O)CC(=O)c1cc(OC)c(OC)c(OC)c1	-106.0%*	-0.9%	-1.6%	1.4%	-0.7%	-0.9%	-2.7%	4.4%	1.4
Cc1cc(NC(=O)C(C)SCC(=O)Nc2ccccc2C(C)(C)C)no1 (stereo not drawn)	i	?	-6.4%	-4.0%	0.0%	4.3%	0.6%	4.0%	-2.6
